A549 viability – kills or reduces viability of A549 cells in Nrf2 counter-screen; AID 504648; Potency, µM (doses to about 46 µM), inactives show top-dose activity change, negative = cytotoxicity, usual class: inhibitors; 390,000 tested, 0.16% active; A549 ARE-Fluc cells, CellTiter-Fluor viability, 18-24 h; further: potency means the concentration at half of the fitted maximal effect; on the % scale 0 is the no-effect control and ±100 the full control effect
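A549 ARE_Fluc cells in 5% FBS OPTI-MEM were exposed to compounds in concentration-response for 18-24 h at 37 deg C. Viability was read by CellTiter-Fluor fluorescence (Ex 405/Em 525) after 30 min, before the luciferase read.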
EPAC2 antag – blocks human EPAC2 exchange factor; Q8WZA2; EPAC2 GEF exchange of Rap1B-BODIPY-GDP, fluorescence; Potency, µM (top dose mostly 114 µM), without a hit: top-dose activity, negative = inhibition, most hits filed as inhibitors; 360,000 tested, 0.18% active; AID 720708; further: potency means the concentration at half of the fitted maximal effect; on the % scale 0 is the no-effect control and ±100 the full control effect; nearly all actives have a fitted effect of over 45% in size; many of its hits are not listed in these tables
Target sequence (Q8WZA2 whole entry, looked up): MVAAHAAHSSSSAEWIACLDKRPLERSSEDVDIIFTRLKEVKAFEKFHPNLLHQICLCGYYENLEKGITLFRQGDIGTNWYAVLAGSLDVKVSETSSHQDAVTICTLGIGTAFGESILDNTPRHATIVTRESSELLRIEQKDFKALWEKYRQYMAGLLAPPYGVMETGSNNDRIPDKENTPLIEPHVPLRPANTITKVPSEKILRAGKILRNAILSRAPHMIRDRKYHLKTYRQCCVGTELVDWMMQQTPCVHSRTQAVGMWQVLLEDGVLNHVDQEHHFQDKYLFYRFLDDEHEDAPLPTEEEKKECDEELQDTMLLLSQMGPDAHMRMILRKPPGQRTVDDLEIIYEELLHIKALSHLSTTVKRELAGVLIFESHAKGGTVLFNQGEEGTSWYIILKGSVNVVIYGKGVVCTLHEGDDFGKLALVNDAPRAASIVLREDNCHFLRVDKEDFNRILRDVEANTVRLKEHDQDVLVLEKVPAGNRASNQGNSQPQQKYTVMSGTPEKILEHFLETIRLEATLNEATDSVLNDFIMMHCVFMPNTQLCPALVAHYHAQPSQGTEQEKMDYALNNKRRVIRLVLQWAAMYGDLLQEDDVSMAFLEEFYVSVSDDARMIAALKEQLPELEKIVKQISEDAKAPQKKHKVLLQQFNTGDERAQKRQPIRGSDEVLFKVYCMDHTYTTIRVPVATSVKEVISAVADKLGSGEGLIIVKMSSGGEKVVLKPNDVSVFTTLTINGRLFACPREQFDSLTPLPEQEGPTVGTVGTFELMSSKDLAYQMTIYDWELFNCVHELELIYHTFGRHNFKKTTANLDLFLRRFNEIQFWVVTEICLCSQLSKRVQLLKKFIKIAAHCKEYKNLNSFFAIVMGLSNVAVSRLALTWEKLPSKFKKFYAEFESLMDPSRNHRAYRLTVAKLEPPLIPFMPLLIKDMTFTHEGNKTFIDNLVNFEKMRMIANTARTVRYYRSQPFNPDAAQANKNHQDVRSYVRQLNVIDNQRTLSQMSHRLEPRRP
TGFb SMAD3 inh – TGF-b pathway inhibition; HepG2 CAGA-GFP TGF-b/SMAD3 reporter, GFP fluorescence, 18 h; TGF-beta stimulated, 500 pg/mL final; Potency, µM (doses to about 46.1 µM), inactives show at the highest dose activity, negative = inhibition, most hits filed as inhibitors; 410,000 tested, 1.2% active; AID 588855; further: potency means the concentration at half of the fitted maximal effect; on the % scale 0 is the no-effect control and ±100 the full control effect; nearly all actives have a fitted effect of over 65% in size
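Using HEPG2 CAGA-GFP reporter cells at 1000 cells/well, we pinned test compounds, stimulated with recombinant TGF-beta (500 pg/mL final) and measured total well GFP after 18 h.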
Nrf2 ARE act – Nrf2 pathway activation; AREc32 ARE-luciferase reporter (MCF7-derived line), luminescence, 24 h; Potency, µM (titrated, usually from 46.1 µM), for the others: top-dose activation, actives largely listed as activators; 410,000 tested, 0.31% active; AID 624171; further: potency means the concentration at half of the fitted maximal effect; % of control where 0% means no effect; nearly all actives have a fitted effect of over 65% in size
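Luminescent ARE reporter assay in AREc32_Fluc cells: overnight plating at 37 deg C, 24 hr compound incubation, Steady-Glo added, 30 min RT before reading.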
MmCpn inh – blocks the Methanococcus maripaludis chaperonin Mm-Cpn | purified Mm-Cpn ATPase, ADP Transcreener TR-FRET | Potency, µM (top dose mostly 76.9 µM), without a hit: at the top dose activity, negative = inhibition, most hits filed as inhibitors | 330,000 tested, 0.031% active; further: potency means the concentration at half of the fitted maximal effect; on the % scale 0 is the no-effect control and ±100 the full control effect; nearly all actives have a fitted effect of over 80% in size
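Purified archaeal chaperonin (25 nM final) was preincubated with compound for 10 min at 37°C, then ATP (10 uM final) was added for 30 min at 37°C in Tris pH 7.4/KCl/MgCl2/DTT buffer. ADP was quantified by HTRF Transcreener TR-FRET.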
CCT chaperon mod – modulators of cytosolic chaperonin (CCT/TRiC) activity; 360,000 tested, 0.3% active; AID 651819; activity change, % (no concentration beside the values), hits read low; purified chaperonin ATPase assay, HTRF ADP detection, 30 min; in the data active means activity change below about -30%; further: on the % scale 0 is the no-effect control and ±100 the full control effect
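First, chaperonin was dispensed at 40 nM or 20 nM final depending on batch activity. Next, compounds were pinned at 76 uM and ATP added at 10 uM. After 30 min at 37 °C, ADP detection reagents ran 30 min at ambient temperature.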
pAkt inh – blocks phosphorylation of Akt; Neuro2A IGF-stimulated pAkt S473 HTRF, 20 min; active compounds read low; AID 651550; activity change, % for hits at 50 µM; 360,000 tested, 0.32% active; in the data active means activity change below about -80%; inconclusive means mostly about -51% to -80%; further: on the % scale 0 is the no-effect control and ±100 the full control effect
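Neuro2A cells in DMEM with 0.5% FBS, overnight at 37 deg C, given compound at single 50 µM final, then IGF (6 nM final) for 20 min at 37 deg C. Lysed; phospho-Akt Ser473 by HTRF after 24 h, 665/615 ratio.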
EPAC2 ag – EPAC2 (human) agonism. Q8WZA2. EPAC2 activation, biochemical qHTS; response scale: 100% = 6.5 mM cAMP response. Potency, µM (titrated, usually from 154 µM), without a hit: at the highest dose activation, hits mostly activators. 360,000 tested, 0.079% active. AID 720711; further: potency means the concentration at half of the fitted maximal effect; nearly all actives have a fitted effect of over 50% in size
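Compounds were titrated in qHTS against a Rap1B-BODIPY-GDP (250 nM) complex with EPAC2 (100 nM) and GDP (50 uM). BODIPY-GDP release tracked at 480/540 nm over 30 min at room temperature, normalized to 6.5 mM cAMP.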
Nrf2 block – inhibitors of Nrf2 signaling; A549 ARE-Fluc reporter, luciferase luminescence, 18-24 h; Potency, µM (top dose mostly 46 µM), for inactives: top-dose activity change, negative = inhibition, usual class: inhibitors; 360,000 tested, 2.1% active; AID 504444; further: potency means the concentration at half of the fitted maximal effect; on the % scale 0 is the no-effect control and ±100 the full control effect; nearly all actives have a fitted effect of over 60% in size
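Two sequential reads on A549 ARE_Fluc cells exposed to compound for 18-24 h: a CellTiter-Fluor fluorescence read for viability, then a luciferase luminescence read for Nrf2/ARE activity.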
An asterisk follows results filed as active; i = inactive; ? = inconclusive; · = not tested or not shown; [ ] = another dose, or the depositor's remark. Unless noted, the call rests on the fitted dose curve; in most records, active means well fitted curve in the direction sought with a large enough effect; inconclusive means small, poorly fitted or top-dose-only effect, or another doubt; inactive means no such curve, though single readings can be large; an effect the other way counts as inactive or inconclusive.

Each structure is followed by: A549 viability | EPAC2 antag | TGFb SMAD3 inh | Nrf2 ARE act | MmCpn inh | CCT chaperon mod | pAkt inh | EPAC2 ag | Nrf2 block
1: Cc1cc(SCC(=O)N/N=C/c2ccc(C(=O)O)cc2)nc2ccccc12
 : -4.7% | -2.6% | 13.1% | 0.2% | 0.5% | -3.4 | i | 9.4% | -13.4%
2: Cc1cccnc1NC(=O)C1CCC1
 : -3.5% | 9.1% | 18.4% | -0.2% | -1.7% | 2.3 | i | 1.0% | -11.9%
3: CCC/C=C(\CCC)C(NS(=O)(=O)c1cccc2cccnc12)c1ccc(C(=O)OC)cc1 (centres undefined)
 : 13.6% | ? | ? | -0.4% | 0.1% | -3.5 | i | 3.4% | -3.5%
4: C#CCNC(=O)C[C@@H]1C[C@@]2(C(=O)OCC)CCC=C2N(Cc2ccco2)C1=O
 : · | 10.0% | · | 2.3% | · | -1.5 | i | 1.6% | ·
5: Cc1nn(-c2ccccc2)c2c1C(c1ccncc1)C(C#N)=C(N)O2 (centres undefined)
 : -4.8% | 7.8% | -9.6% | -0.1% | -1.6% | -0.7 | i | 8.9% | ·
6: Cc1ccc(NC(=O)c2nc[nH]c2C(=O)N(C)CCO)cc1
 : · | -0.4% | 0.0% | -0.9% | · | -1.8 | i | 10.1% | ·
7: CC(C)(C)c1ccc(OCC(=O)NCC(c2cccs2)N2CCOCC2)cc1 (centres undefined)
 : 0.3% | -21.3% | 4.0% | 2.2% | 1.3% | 2.9 | i | 2.6% | ?
8: CN(C)S(=O)(=O)c1ccc(N2CCCC2)c(C(=O)NCC2CCCO2)c1 (centres undefined)
 : -13.2% | 11.4% | -6.8% | 0.1% | -0.1% | -0.8 | i | 0.4% | 4.5%
9: NS(=O)(=O)c1cc(C(=O)Nc2ccc3c(c2)CCC3)ccc1Cl
 : -17.6% | -0.2% | -13.3% | 3.6% | 1.2% | 1.7 | i | 13.1% | 9.1%
10: O=C(N/N=C/c1ccccc1O)c1cccc2ccccc12
 : -0.2% | -5.1% | 8.91µM* | 0.2% | 1.5% | -1.0 | i | 12.9% | -11.2%
11: OCCNc1nc2ccccc2n1-c1ncnc2sc3c(c12)CCC3
 : 0.5% | -15.9% | 1.4% | 2.6% | 0.1% | -4.4 | i | -2.3% | -9.7%
12: O=Cc1cn[nH]c1-c1ccccc1
 : -3.8% | -4.4% | 13.1% | -0.2% | -0.6% | 0.5 | i | -4.5% | -6.6%
13: CCN(CC)c1ccc(C2C(C(=O)Nc3ccccn3)=C(C)NC3=C2C(=O)CC(C)(C)C3)cc1 (centres undefined)
 : -5.9% | -1.8% | -14.4% | 2.7% | -0.1% | -0.5 | i | 13.2% | 9.1%
14: CC12CCC(=O)N1C(C(=O)N1CCN(c3ccccc3)CC1)CS2 (centres undefined)
 : 0.9% | -4.7% | 5.4% | 0.2% | 1.9% | -0.9 | i | 1.7% | 2.5%
15: COc1ccc(NC(=S)NCc2ccc(F)cc2)cc1
 : 0.0% | -4.1% | ? | 0.5% | 0.4% | -0.5 | i | 3.6% | ?
16: Cc1ccc(-n2c(SCC(=O)Nc3nccs3)nc3c(c2=O)SCC3)cc1
 : -19.2% | 10.7% | 5.2% | 0.0% | -0.1% | 0.6 | i | -1.7% | ?
17: CCOC(=O)c1c(O)c2c([nH]c1=O)CCCC2
 : -27.9% | 9.9% | 13.4% | -0.2% | 3.0%[15.4 µM] | -3.1 | i | 14.1% | -3.3%
18: O=C(CN1CCSC1=O)Nc1ccc(N2CCOCC2)cc1
 : 1.0% | 2.7% | 5.6% | 1.7% | -2.7% | 2.2 | i | 7.6% | 26.3%
19: COc1cc(C(=O)O)ccc1OCc1c(C)noc1C
 : -4.3% | -1.8%[57.1 µM] | 6.5% | 0.0% | -1.2% | -1.6 | i | -0.8% | -4.2%
20: COc1ccc(C(=O)c2c(-c3ccc(OC)cc3)oc3ccc(-c4ccc(OC)nc4)cc23)cc1
 : 5.4% | -11.9% | 2.8% | -0.9% | · | -1.3 | i | 5.5% | -7.6%
21: O=C1CCCC(=O)C1=Cc1c[nH]c2ccccc12
 : 2.8% | 6.8% | 10.2% | 0.2% | -2.7% | -2.5 | i | 11.1% | 19.1%
22: COc1ccc(CNc2nc3ccccc3n2C(C)C)c(O)c1
 : -0.6% | -3.4% | -12.4% | 0.5% | 0.3% | -9.2 | i | 12.3% | 0.0%
23: CC1(C)CN=C(N(Cc2ccccc2)C(=O)Nc2ccccc2)S1
 : -1.3% | 5.8% | -5.3% | -0.4% | -1.3% | -6.8 | i | 12.9% | 17.4%
24: C[C@H]1CN([C@@H](C)CO)C(=O)c2cccc(NC(=O)c3nc4ccccc4s3)c2O[C@H]1CN(C)C(=O)Nc1ccc(F)cc1
 : -19.2% | 0.5% | ? | 0.7% | 0.8% | -4.2 | i | -4.9% | ?
25: COc1ccc(CCNC(=O)c2ccc(Cn3c(=O)[nH]c4cc(OC)c(OC)cc4c3=O)cc2)cc1OC
 : -4.9% | · | -13.3% | -0.2% | · | · | · | · | -15.4%[9.27 µM]
26: CC1(C(=O)NS(=O)(=O)c2ccccc2)CCN1C(=O)Cc1ccccc1 (centres undefined)
 : · | -5.2% | 8.1% | -0.1%[9.22 µM] | · | 0.6 | i | 3.5% | ·
27: Cc1ccc(Cn2nc(C)c(C(=O)NCC(c3ccc(F)cc3)N3CCOCC3)c2Cl)cc1 (centres undefined)
 : 1.8% | -10.7% | -4.5% | -0.8% | 0.8% | -1.1 | i | 12.7% | -19.5%
28: O=C(NCc1cccs1)c1ccc(CSc2nc3cccnc3n2Cc2ccccc2)cc1
 : -18.7% | · | -16.8% | 3.9% | · | · | · | · | ?
29: O=C(Nc1ccc(F)c(Cl)c1)C1CC(=O)N(Cc2ccco2)C1 (centres undefined)
 : 5.4% | 5.2% | ? | 21.4% | -0.5% | 1.0 | i | 7.8% | -1.0%
30: CCOc1ccccc1NC1=NC2CS(=O)(=O)CC2S1 (centres undefined)
 : 3.6% | 6.1% | 0.7% | 0.1% | 2.7% | -0.4 | i | 12.1% | -10.1%

The last three records of the part before open the next one.
Each structure is followed by: A549 viability | EPAC2 antag | TGFb SMAD3 inh | Nrf2 ARE act | MmCpn inh | CCT chaperon mod | pAkt inh | EPAC2 ag | Nrf2 block
28: O=C(NCc1cccs1)c1ccc(CSc2nc3cccnc3n2Cc2ccccc2)cc1
 : -18.7% | · | -16.8% | 3.9% | · | · | · | · | ?
29: O=C(Nc1ccc(F)c(Cl)c1)C1CC(=O)N(Cc2ccco2)C1 (centres undefined)
 : 5.4% | 5.2% | ? | 21.4% | -0.5% | 1.0 | i | 7.8% | -1.0%
30: CCOc1ccccc1NC1=NC2CS(=O)(=O)CC2S1 (centres undefined)
 : 3.6% | 6.1% | 0.7% | 0.1% | 2.7% | -0.4 | i | 12.1% | -10.1%
31: O=c1cc(CO)occ1OCc1cccc(C(F)(F)F)c1
 : -10.4% | 8.1% | -19.1% | -0.6% | 1.2% | -0.3 | · | -2.4% | 15.5%
32: COc1ccc(CNC(=O)CN(C)Cc2ccc(C(C)(C)C)cc2)cc1
 : 2.3% | -7.5% | ? | 3.2% | -3.4% | 1.0 | i | 10.6% | ?
33: COc1ccc(-c2c(-c3ccsc3)oc3ccc(N4CCOCC4)cc23)cn1
 : -0.9% | 1.0% | -9.6% | 10.7% | · | -0.7 | i | 8.1% | 7.7%
34: C=CCOc1c(CNc2ccc(C(=O)O)cc2)cccc1OC
 : 2.4% | 4.0% | -7.0% | -0.2% | 0.9% | -0.8 | i | 5.1% | -17.2%
35: CCc1ccc(N(C(=O)c2csnn2)C(C(=O)NC(C)(C)C)c2ccccn2)cc1 (centres undefined)
 : -12.4% | 2.8% | 22.0% | 4.7% | -1.8% | -2.8 | i | -5.5% | ?
36: CCCCCC(=O)N1C[C@H](O)[C@@H](n2cc(COC(=O)c3ccccc3)nn2)C[C@@H]1c1ccc(OC)cc1
 : · | 5.1% | 28.8% | -0.3% | · | -2.5 | i | 6.9% | ·
37: CC(=O)Nc1ccc(S(=O)(=O)N(C)CC(=O)OC(C)C(=O)NC2(C#N)CCCCC2)cc1 (centres undefined)
 : · | 7.0% | -2.8% | -1.3% | · | -0.8 | i | 4.7% | ·
38: Cc1cccc(Nc2ccccc2C(=O)OCC(=O)N2CCOCC2)c1C
 : 1.0% | -4.5% | -5.6% | 0.0% | -5.2% | -1.2 | i | 13.2% | ?
39: CCOC(=O)c1sc(=NC(=O)c2ccc(OC)c(OC)c2)n(C)c1C
 : 1.4% | 6.1% | -1.3% | -0.7% | 1.0% | -0.9 | i | 8.7% | 0.5%
40: COC(=O)c1ccc2c(c1)nc(C)n2CCO
 : -16.1% | -2.2% | -4.8% | 3.3% | 1.6% | 0.1 | i | -3.8% | -2.3%
41: NS(=O)(=O)c1ccc(CCNc2ccn3nc(-c4cccc(C(F)(F)F)c4)cc3n2)cc1
 : · | -2.8% | -20.8% | 5.5% | · | -0.5 | i | -9.6% | ·
42: OC1(c2cccc(C(F)(F)F)c2)CCN(c2ccc(-c3ccccc3)nn2)CC1
 : -19.5% | -3.4% | -0.4% | 4.2% | 0.5% | -1.5 | · | -2.8% | -26.8%
43: COCCSc1nnc(NS(=O)(=O)c2ccc(C)cc2)s1
 : -2.0% | 1.4% | 5.5% | -0.7% | 0.4% | -1.6 | i | 10.5% | 1.5%
44: COc1ccc(NC(C)=O)cc1NC(=O)CN1CCN(CC(=O)Nc2ccc(Cl)cc2)CC1
 : -3.1% | 5.9% | 20.3% | 4.2% | 0.9% | -1.7 | i | 1.9% | ·

Copied from the list:
Reading of compound 12 in EPAC2 ag: -4.5%
Reading of compound 3 in A549 viability: 13.6%

These rows are one share of the data (hit frequency here may not be typical).
